Compound activity from PubChem.
STAT1 inh – STAT1 signaling inhibition. NIH 3T3 STAT1-luciferase reporter, IFN-gamma, luminescence. inhibition, % at 5.5 µM. actives 0.35% (n = 200,000). AID 920;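 active means inhibition above a set limit, the mean inhibition across all tested compounds plus 3 SD, cut at about 34% in these data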;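 further: 0% = IFN-gamma with DMSO and 100% = IFN-gamma with 300 µM nifuroxazide; values of inactives mirror those of a sister screen read the other way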
G6PDH CS – L. mesenteroides G6PDH inhibition counter-screen | Purified L. mesenteroides G6PDH, diaphorase/resazurin coupled fluorescence, 45 min | inhibition, % at 5 µM | actives 0.12% (n = 200,000); in the data active means inhibition above about 50%
STAT3 blocker – inhibitors of IL-6 induced STAT3 signaling. inhibition, % at 5.5 µM. AID 862. U3A cells, IL-6 STAT3-luciferase reporter, luminescence; host cell line lacks STAT1. actives 0.89% (n = 190,000);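 active means inhibition above the mean inhibition across all screened compounds plus 3 SD, cut at about 44% in these data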;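 further: 0% = DMSO only wells and 100% = 100 µM nifuroxazide control wells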
APP transl inh – APP translation inhibition; actives 0.82% (n = 190,000); inhibition, % at 2 µM; SH-SY5Y APP 5'UTR-luciferase reporter, luminescence;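 active means inhibition above a set limit, derived from the sample mean plus 3 SD, cut at about 45% in these data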; further: values of inactives mirror those of a sister screen read the other way
Diaphorase act – diaphorase activation or chemical reduction counter-screen; Diaphorase/resazurin coupled assay, resorufin fluorescence, 16 min; active compounds read high; 1 = vehicle wells, 0 = NADH-free wells; activation factor at 20 µM; actives 0.005% (n = 190,000);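 active means diaphorase activity raised at least twofold by the compound at 20 µM; inactive means activation factor below 2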
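Test system: Clostridium kluyveri diaphorase, purified enzyme. Buffer or medium: 50 mM HEPES pH 7.4 buffer plus MgCl2 and Tween 20. Also added: 0.114 mM NADH and 0.1 mM resazurin, final amounts. Dosing: compound 20 µM once, DMSO 1%. Schedule: 16 min enzyme reaction, ambient temperature. Detection: fluorescence of resorufin, 544 nm excitation, 590 nm emission.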
Hsp70 activator – Hsp70 transcriptional activation, primary screen | HeLa Hsp70 promoter luciferase reporter, luminescence; scaled: vehicle 0, proteasome-inhibitor control 100% | activation, % at 10 µM | actives 0.04% (n = 200,000) | AID 1203;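 active means activation above the mean across all tested compounds plus 3 SD, cutoff set per campaign, cut at about 5.5% in these data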;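 further: 100% = MG132 at 30 µM as the positive control and 0% = DMSO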
STAT1 act – STAT1 signaling activation | AID 932 | actives 2.6% (n = 200,000) | activation (% of control), % at 5.5 µM | NIH 3T3 STAT1-luciferase reporter, IFN-gamma, luminescence; 100% = IFN-gamma alone, no compound;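 active means activation above the screen-wide mean activation plus 3 SD, cut at about 130% in these data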;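 further: raw ratio to IFN-gamma control signal so 100% means no change and 0% no light; values of inactives mirror those of a sister screen read the other way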
Diaph inh CS – counter-screen for diaphorase-based assays: diaphorase inhibitors and chemical oxidizers | diaphorase resazurin-to-resorufin fluorescence, NADH, 16 min; bacterial (C. kluyveri) enzyme, not human | inhibition, % at 20 µM | actives 0.69% (n = 190,000) | AID 1217;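 active means primary screen inhibition at 20 µM above a set limit, cut at about 50% in these data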;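 further: plate controls were DMSO with full reaction for no effect and wells lacking NADH for full effect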
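Assay system – diaphorase enzyme from Clostridium kluyveri · Amount – diaphorase 0.14 U/mL (working solution) · Times – reaction incubation of 16 min at room temperature · Controls – No-NADH positive control and DMSO neutral control · Signal – resorufin fluorescence 544/590 nm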
STAT3 act – activators of IL-6 induced STAT3 signaling; AID 871; activation (% of control), % at 5.6 µM; actives 0.91% (n = 190,000); U3A cells, IL-6 STAT3-luciferase reporter, luminescence; 100% = signal with IL-6 EC80 alone;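 active means activation above the screen-wide mean of compound activation plus 3 SD, cut at about 130% in these data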;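 further: 0% = background luminescence of wells with medium and substrate only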
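Material: STAT3-luciferase reporter U3A cells. Controls: IL-6-treated wells, 100% activation. Read-out: % activation versus median of IL-6-stimulated wells. Probe or stimulus: IL-6 stimulus at 33 ng/mL final. Timing: compound 1 h, then IL-6 6 h at 37 °C. Signal: reporter luminescence signal.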
TLR4 MyD88 comp – TLR4-MyD88 interaction inhibition in cells | HeLa CL3-4 TLR4/MyD88 BLA complementation, FRET ratio | actives 0.18% (n = 200,000) | AID 861 | inhibition, % at 8.4 µM | O00206+Q99836; in the data active means inhibition above about 25%;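 further: 0% = vehicle and 100% = reference inhibitor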
Target sequence (O00206 whole entry, looked up): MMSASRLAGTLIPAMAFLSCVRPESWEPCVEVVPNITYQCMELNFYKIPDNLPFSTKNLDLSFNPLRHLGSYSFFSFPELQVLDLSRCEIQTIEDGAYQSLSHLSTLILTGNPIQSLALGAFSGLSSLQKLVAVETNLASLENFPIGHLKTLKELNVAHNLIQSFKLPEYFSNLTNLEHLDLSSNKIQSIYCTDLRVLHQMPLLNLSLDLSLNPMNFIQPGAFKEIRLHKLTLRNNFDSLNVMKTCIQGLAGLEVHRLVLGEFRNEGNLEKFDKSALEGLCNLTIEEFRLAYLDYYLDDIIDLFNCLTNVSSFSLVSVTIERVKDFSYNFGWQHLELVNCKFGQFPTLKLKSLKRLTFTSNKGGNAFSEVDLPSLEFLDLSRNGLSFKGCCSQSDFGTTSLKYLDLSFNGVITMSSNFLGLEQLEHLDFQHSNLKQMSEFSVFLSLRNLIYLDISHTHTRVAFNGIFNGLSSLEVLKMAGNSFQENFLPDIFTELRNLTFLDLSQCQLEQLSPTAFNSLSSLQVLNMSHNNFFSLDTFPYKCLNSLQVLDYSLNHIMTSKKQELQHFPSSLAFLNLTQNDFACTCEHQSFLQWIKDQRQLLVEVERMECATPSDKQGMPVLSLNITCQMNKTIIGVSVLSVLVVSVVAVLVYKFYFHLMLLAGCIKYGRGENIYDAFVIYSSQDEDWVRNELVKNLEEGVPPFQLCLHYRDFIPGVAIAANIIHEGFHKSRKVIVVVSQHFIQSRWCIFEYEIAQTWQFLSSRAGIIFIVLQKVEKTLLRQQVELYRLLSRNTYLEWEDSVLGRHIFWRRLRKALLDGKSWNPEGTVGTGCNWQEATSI
Target sequence (Q99836 whole entry, looked up): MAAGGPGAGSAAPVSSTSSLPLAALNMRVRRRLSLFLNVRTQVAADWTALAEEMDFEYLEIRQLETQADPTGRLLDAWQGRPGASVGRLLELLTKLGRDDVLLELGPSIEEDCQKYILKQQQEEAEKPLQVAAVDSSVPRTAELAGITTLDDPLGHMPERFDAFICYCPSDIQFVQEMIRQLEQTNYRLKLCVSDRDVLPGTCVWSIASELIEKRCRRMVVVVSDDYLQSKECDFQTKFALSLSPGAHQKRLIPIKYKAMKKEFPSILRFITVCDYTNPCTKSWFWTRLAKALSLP
An asterisk follows results filed as active; · = no result given.

SMILES	STAT1 inh	G6PDH CS	STAT3 blocker	APP transl inh	Diaphorase act	Hsp70 activator	STAT1 act	Diaph inh CS	STAT3 act	TLR4 MyD88 comp
CC(=O)Nc1ccc(S(=O)(=O)N2CCCN(S(=O)(=O)c3ccc(NC(C)=O)cc3)CC2)cc1	-7	-7	4	6	0.9	-0.3	107	11	102	4
COc1ccccc1OCc1n[nH]c(=S)n1Cc1ccccc1	-13	8	2	-3	1	0.2	110	-4	100	7
O=C(CSc1nnc(-c2ccncc2)n1-c1ccc(Cl)cc1)Nc1ccc(C(=O)O)cc1	-2	1	0	-14	1	0.0	102	1	101	-2
C=CCn1c(C)cc(C(=O)CSc2nnc(NC(C)C)s2)c1C	-6	1	6	-2	0.9	0.1	105	13	105	8
Oc1ccccc1-c1nnc(SCCN2CCOCC2)n1Cc1ccccc1	1	2	-80	37	1	-0.3	99	1	168*	-3
CCc1ccc(NS(=O)(=O)c2ccc3[nH]cc(C(=O)N4CCc5ccccc54)c(=O)c3c2)cc1	-18	-2	-26	-49	0.8	-0.3	116	17	126	-7
CCOC(=O)c1ccccc1NC(=O)CSc1nc2c(c(=O)n(C)c(=O)n2C)n1C	10	-33	6	1	1	-0.1	91	3	99	0
O=C(/C=C/c1ccco1)NCCc1ccccc1	-26	15	-4	-46	0.9	-0.2	123	11	106	-11
Brc1ccc(-c2nnc(SCCC3OCCCO3)o2)cc1	1	4	0	-35	0.9	-0.2	99	10	106	-9
CC1(C)CC(CC(=O)O)(c2ccc(Cl)cc2)CCO1 (centres undefined)	1	10	0	-9	0.9	-0.2	99	7	104	-5
COc1ccc(/C=C(\NC(=O)c2ccccc2)C(=O)N/N=C/c2ccncc2)cc1	3	4	11	-13	1	0.1	97	1	94	1
O=C(CSc1nc2c(c(=O)n1-c1ccccc1)SCC2)N1CCN(c2ccccc2)CC1	45*	-66	14	-7	0.8	-0.3	59	24	89	-23
CN(C)c1ccc(/C=C(/C#N)C(=O)NCc2ccccc2)o1	-32	5	-4	-38	0.9	-0.3	129*	9	107	6
COc1cc(/C=N/Nc2nnc3c(n2)[nH]c2ccccc23)ccc1O	-36	-6	-2	-10	0.9	-0.4	133*	12	98	1
O=C(O)C12C[C@H]3C[C@@H](C1)CC(n1ncc(N4CCN(c5ccccc5)CC4)c(Cl)c1=O)(C3)C2	0	0	0	-8	0.9	-0.1	100	14	98	-10
Cc1ccccc1NC(=O)Cn1c(O)c(N=NC(=O)c2ccccc2O)c2ccccc21	9	13	10	9	1	-0.2	92	-2	91	9
COc1ccc(-c2nnc(N(C)C(=O)C3CCOC3)s2)cc1 (centres undefined)	-15	·	16	-157	·	0.3	108	·	90	5
CCn1cc(CN2CCN(Cc3ccc(C)o3)C(CCO)C2)c2ccccc21 (centres undefined)	5	11	-31	11	0.9	-0.3	94	15	131	0
CCN1CC2=C(OC(N)=C(C#N)C2c2cccs2)/C(=C\c2cccs2)C1 (centres undefined)	5	6	9	-2	0.9	-0.6	96	11	97	2
CCNC(=O)NC(=O)COC(=O)CCCSc1nc2ccccc2s1	-9	2	-5	7	0.8	-0.3	108	16	105	-2

Reprinted from the entries so far for reference:
SMILES	STAT1 inh	G6PDH CS	STAT3 blocker	APP transl inh	Diaphorase act	Hsp70 activator	STAT1 act	Diaph inh CS	STAT3 act	TLR4 MyD88 comp
COc1cc(/C=N/Nc2nnc3c(n2)[nH]c2ccccc23)ccc1O	-36	-6	-2	-10	0.9	-0.4	133*	12	98	1
O=C(O)C12C[C@H]3C[C@@H](C1)CC(n1ncc(N4CCN(c5ccccc5)CC4)c(Cl)c1=O)(C3)C2	0	0	0	-8	0.9	-0.1	100	14	98	-10
Cc1ccccc1NC(=O)Cn1c(O)c(N=NC(=O)c2ccccc2O)c2ccccc21	9	13	10	9	1	-0.2	92	-2	91	9
COc1ccc(-c2nnc(N(C)C(=O)C3CCOC3)s2)cc1 (centres undefined)	-15	·	16	-157	·	0.3	108	·	90	5
CCn1cc(CN2CCN(Cc3ccc(C)o3)C(CCO)C2)c2ccccc21 (centres undefined)	5	11	-31	11	0.9	-0.3	94	15	131	0
CCN1CC2=C(OC(N)=C(C#N)C2c2cccs2)/C(=C\c2cccs2)C1 (centres undefined)	5	6	9	-2	0.9	-0.6	96	11	97	2
CCNC(=O)NC(=O)COC(=O)CCCSc1nc2ccccc2s1	-9	2	-5	7	0.8	-0.3	108	16	105	-2

Next entries
SMILES	STAT1 inh	G6PDH CS	STAT3 blocker	APP transl inh	Diaphorase act	Hsp70 activator	STAT1 act	Diaph inh CS	STAT3 act	TLR4 MyD88 comp
O=C(c1cccs1)N1CCC2(O)CCCCC2C1c1ccc(F)cc1 (centres undefined)	-6	-6	-5	-2	0.9	-0.3	105	11	107	2
O=C(CCc1ccccc1)NNC(=O)COc1ccccc1	-6	12	10	-4	0.9	-0.3	105	10	98	1
Cc1ccccc1Nc1cc(C)c2c(O)cccc2n1	-5	20	14	-21	0.7	-0.1	105	30	88	8
COc1ccccc1/C=C/C(=O)c1ccc(NC(C)=O)cc1	-2	9	12	-12	0.8	-0.2	102	23	90	-10
COc1ccc(NS(=O)(=O)c2ccc3c(c2)NC(=O)CO3)cc1	6	9	10	-12	1	0.0	94	0	94	-8
Cc1ccc(S(=O)(=O)NCc2ccc(C(=O)N3CCN(Cc4ccccc4)CC3)cc2)cc1	-2	-2	31	-12	0.8	0.0	102	18	73	12
CCc1ccc(C(C)NC(=O)c2ccc(F)cc2)cc1 (centres undefined)	6	14	12	-14	0.8	-0.6	94	18	90	-7
CC(C)CCNc1nc(-c2ccco2)c2c(c1C#N)CCCC2	-7	-2	2	8	0.8	0.0	106	22	104	-31
CN(c1ccccc1C(=O)N1CCN(Cc2ccc3c(c2)OCO3)CC1)S(C)(=O)=O	-2	-7	6	5	1	0.1	100	4	96	9
CCOC(=O)c1cc(NC(=O)c2ccc(OC)cc2)c(=O)oc1-c1ccccc1	1	5	31	-3	0.7	-0.1	99	25	79	-4
CCCOC1CCCN(Cc2cn(C)nc2-c2ccccc2F)C1 (centres undefined)	-4	9	4	-6	0.9	0.0	104	10	102	-11
O=C1CC(C(=O)Nc2ncccn2)C(c2ccccc2)O1 (centres undefined)	-6	34	4	2	0.8	-0.4	105	20	100	0
COc1ccc(CC(=O)N2CC(C)CC(C)C2)cc1OC (centres undefined)	3	-1	6	-14	0.9	0.2	97	15	98	-16
CCOc1ccccc1C(=O)NC1CC2CCCC(C1)N2C1CC1 (centres undefined)	6	4	4	-18	0.9	-0.2	94	14	106	3
CC(=O)c1cccc(NC(=O)N2C3CCC2CC(NC(=O)Nc2ccccc2)C3)c1 (centres undefined)	1	6	7	9	1.2	-0.3	97	-21	98	9
CCS(=O)(=O)N1CCC(NC(C)=O)(c2ccccc2)CC1	-5	4	4	-8	0.9	-0.3	105	8	101	-16
CC(C)NS(=O)(=O)c1ccc(OCC(=O)NCCC2=CCCCC2)cc1	1	3	4	12	0.9	0.1	99	5	102	3
O=C(NC(=S)NNC(=O)c1ccccc1O)c1cccnc1	2	5	6	14	0.6	-0.4	97	36	96	-8
CCOc1ccc(Cc2nnc(SCC(=O)c3ccc(OC)cc3)o2)cc1	3	3	7	6	0.8	-0.6	97	21	97	2
CCOC(=O)c1nnn(-c2nonc2N)c1-c1ccc(Cl)cc1	-2	10	1	-4	0.9	-0.1	102	8	104	-1
CC(Sc1nnc2ccccn12)C(=O)NCc1ccc2c(c1)OCO2 (centres undefined)	10	-2	2	-11	0.9	-0.1	89	7	100	-6
COc1ccc(-n2c(C)c([N+](=O)[O-])c3ccc(O)c(CN4CCCCC4)c32)cc1	9	-3	-10	3	0.7	-0.1	92	34	105	13
CC(C)(C)NC(=O)CN(C(=O)CCN1CCCc2ccccc21)C(C)(C)C	2	2	-13	-3	0.9	-0.3	98	11	114	-3
Cc1c(Br)c([N+](=O)[O-])nn1CC(=O)Nc1sc2c(c1C(=O)OC(C)C)CCCC2	-2	-6	-3	-6	0.9	-0.4	102	10	107	-12
Cc1nnc(-c2cnn(C)c2N)n1Cc1ccccc1	-7	4	4	18	0.9	-0.3	106	9	102	-1
CC(=O)NC(C)c1nc2ccccc2n1C(C)C (centres undefined)	3	-10	2	-8	0.9	-0.3	97	5	103	-4
COC(=O)c1cc(=O)n(C2CC2)c(=NC2CC2)s1	-1	2	-16	-14	0.9	0.4	101	6	119	-6
Cn1ccc(C(=O)Oc2ccc(C(=O)Nc3ccc(F)cc3F)cc2)n1	-9	9	6	-24	1.2	-0.2	108	-17	100	-4
O=C(c1cccs1)N1CCC(c2nc3ccccc3s2)CC1	-5	-2	-8	2	0.8	0.3	105	16	110	13
CC1CC(C)CN(CCCNC(=O)c2csc3c2CCCC3)C1 (centres undefined)	-9	-2	-2	8	0.8	0.4	109	16	106	3
CC(=O)Nc1ccc2c(c1)nc(CCN1CCN(C)CC1)n2C	-11	4	-2	-5	0.9	-0.3	110	12	104	8
Cc1cccc(NCC(=O)N/N=C\c2c[nH]c3ccccc23)c1	2	-1	22	0	0.8	-0.2	96	16	89	10
COCCn1c(SCC(N)=O)nc2c(c1=O)SC(C)C2 (centres undefined)	-6	7	6	-16	0.9	0.2	103	11	95	-14
CC(=O)c1ccc(OC(=O)c2ccc(-n3nc(C)cc3C)cc2)cc1	-1	-4	7	-1	0.9	0.3	99	12	96	-3
O=C(O)C1C2C=CC(C2)C1C(=O)NCCc1ccccc1 (centres undefined)	5	-1	10	-22	0.9	-0.1	95	12	94	-10
COc1ccccc1N/C(=N/S(=O)(=O)c1ccc(C)cc1)c1ccc(Cl)cc1	-3	1	2	-7	0.8	-0.5	103	22	105	-7
Cc1cccc(C)c1NC(=O)Cn1cnc2c(=O)n(C)c(=O)n(C)c21	9	2	-6	4	0.8	-0.1	92	17	105	1
CC(=O)Nc1ccc(S(=O)(=O)Nc2cccc3[nH]ncc23)cc1	12	0	17	5	1	-0.2	89	4	89	1
COc1ccc(OC)c(N(CC(=O)Nc2cccc(C(F)(F)F)c2)S(C)(=O)=O)c1	15	12	0	-8	0.8	-0.5	84	20	101	-5
CC(C)(C)c1csc(N(CCC#N)CCC#N)n1	0	10	-5	8	0.9	-0.1	100	6	104	-4
CCOc1ccc(-n2cnnn2)cc1S(=O)(=O)NCc1ccccc1	-2	3	9	4	0.8	-0.2	102	15	94	-7
CC(NC(=O)C(=O)NN=C1CCCCCC1)c1ccccc1 (centres undefined)	-1	2	0	-1	0.9	0.2	101	8	109	-12
COc1ccc(-n2cnc(N)c2C(=O)c2cccc([N+](=O)[O-])c2)cc1	2	-5	-1	43	0.8	0.2	98	20	103	-10
